Screens: PubChem BioAssay, Broad Institute
Pf Dd2 growth: blocks growth of Plasmodium falciparum Dd2 parasites. P. falciparum Dd2 growth, SYBR Green, 72 h; active compounds read low. activity change, % at 10 µM. 94,000 compounds, 2.3% hits. AID 1159554; in the data active = activity change below about -80%; inconclusive = no clear call, values can overlap the other calls
Tcruzi prolif: inhibitors of T. cruzi proliferation; T. cruzi beta-gal in NIH3T3, GalScreen luminescence, 90 h; AID 624255; 77,000 compounds, 5.9% hits; inhibition, % at 8.34 µM;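 active = mean inhibition above about 93%, with at least 55% of replicates each passing it, limit read from the data, passing the limit was not always enough; inconclusive = only one of those two conditions holds; inactive = neither condition holds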
GASC1 inh: blocks human GASC-1 (KDM4C) demethylase activity | Q9H3R0 | GST-KDM4C 2-372, H3K9me3 peptide, LANCE TR-FRET | inhibition, % at 12.5 µM | 96,000 compounds, 0.15% hits;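 active = mean replicate inhibition above about 25%, with at least 55% of replicates also reaching it, limit read from the data, passing the limit was not always enough; inconclusive = only one of those two conditions met; inactive = neither condition met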
Target sequence (Q9H3R0 2-372 limits assumed): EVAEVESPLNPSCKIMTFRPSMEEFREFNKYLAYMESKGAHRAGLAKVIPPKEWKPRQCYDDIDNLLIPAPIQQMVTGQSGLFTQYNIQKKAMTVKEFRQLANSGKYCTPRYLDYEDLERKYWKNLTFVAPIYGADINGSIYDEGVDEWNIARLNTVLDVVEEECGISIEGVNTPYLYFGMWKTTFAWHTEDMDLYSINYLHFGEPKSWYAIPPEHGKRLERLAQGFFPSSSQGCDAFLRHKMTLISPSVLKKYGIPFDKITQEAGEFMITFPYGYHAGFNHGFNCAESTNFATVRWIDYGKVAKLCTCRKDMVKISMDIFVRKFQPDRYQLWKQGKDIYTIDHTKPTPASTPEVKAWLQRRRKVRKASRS
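System – N-terminal GST-fused human GASC-1 (KDM4C) fragment, residues 2-372 · Input – enzyme final amount 10 nM · Technique – LANCE TR-FRET, Eu antibody, ULight-streptavidin, EDTA, ex 340 nm, em 618/671 nm · Medium – HEPES buffer, pH 7.5, plus ascorbate · Incubation – enzyme reaction 30 min, then detection 60 min, both room temperature · Reagent – H3K9me3 peptide with Fe(II)/2OG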
C diff HTS: blocks growth of Clostridium difficile; Clostridium difficile clinical isolate growth, OD600, 24 h; active compounds read low; growth activity, negative = inhibition, % at 16 µg/mL (by protocol); 86,000 compounds, 0.25% hits; AID 1259249;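 active = mean growth activity at or below -80% and every replicate also at or below -80%; inconclusive = mean at or below -80% but some replicate above -80%; inactive = mean growth activity above -80%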;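 also: 0% = DMSO wells and -100% = levofloxacin 16 µg/mL wells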
Starred values were filed as active, the others as inactive; u = inconclusive; x = not tested or not shown; & = joins results of further samples.

SMILES | Pf Dd2 growth | Tcruzi prolif | GASC1 inh | C diff HTS
COC(=O)[C@@H]1[C@@H](CO)[C@@H]2Cn3c(ccc(-c4ccncc4)c3=O)[C@@H]2N1Cc1cccc(F)c1 | 3.4 | 12.2 | 2.9 | 1.3
Cc1noc(C)c1NC(=O)N[C@H]1CC[C@H](CCNC(=O)C2CCCCC2)O[C@H]1CO | 2.7 | -129.0 | -0.9 | -0.4
O=C(Nc1cccc(F)c1)N1CC(=O)N2[C@H](CO)[C@@H](c3ccc(C#Cc4cccnc4)cc3)[C@H]2C1 | -4.4 | x | -1.6 | 6.7
CCCNC(=O)N1CC2(CCN(C(=O)c3cccnc3)CC2)c2c([nH]c3cc(OC)ccc23)[C@H]1CO | 21.0 | x | -1.9 | -4.0
C[C@@H]1CN([C@@H](C)CO)S(=O)(=O)c2ccc(-c3ccc(F)cc3)cc2O[C@@H]1CN(C)Cc1ccccc1C(=O)O | 43.7 | x | -0.9 | -9.3
CC(=O)N[C@@H]1C=C[C@@H](CC(=O)NCc2ccc(Cl)cc2)O[C@@H]1CO | 1.2 | -2.9 | -0.3 | -0.7
COc1ccc(-c2ccc([C@H]3[C@@H](CO)N(C(=O)CN(C)C)[C@H]3C#N)cc2)cc1 | -0.3 | 105.1* | -0.3 | 0.5
CCCC(=O)Nc1ccc2c(c1)C(=O)N(C)C[C@H](OC)[C@H](C)CN(C(=O)CC)[C@@H](C)CO2 | x | 3.1 | 0.6 | x
O=C(C[C@@H]1C[C@@H]2c3cc(NC(=O)NC4CCCC4)ccc3O[C@@H]2[C@@H](CO)O1)NCCc1ccccc1 | -0.1 | x | -2.2 | 5.5
C[C@@H]1CN([C@H](C)CO)C(=O)c2cc(NS(C)(=O)=O)ccc2O[C@H]1CN(C)Cc1ccc(C(=O)O)cc1 | 43.7 | -166.9 | -0.7 | x

Reprinted from the part before: six compounds; new compounds follow.
SMILES | Pf Dd2 growth | Tcruzi prolif | GASC1 inh | C diff HTS
C[C@@H]1CN([C@@H](C)CO)S(=O)(=O)c2ccc(-c3ccc(F)cc3)cc2O[C@@H]1CN(C)Cc1ccccc1C(=O)O | 43.7 | x | -0.9 | -9.3
CC(=O)N[C@@H]1C=C[C@@H](CC(=O)NCc2ccc(Cl)cc2)O[C@@H]1CO | 1.2 | -2.9 | -0.3 | -0.7
COc1ccc(-c2ccc([C@H]3[C@@H](CO)N(C(=O)CN(C)C)[C@H]3C#N)cc2)cc1 | -0.3 | 105.1* | -0.3 | 0.5
CCCC(=O)Nc1ccc2c(c1)C(=O)N(C)C[C@H](OC)[C@H](C)CN(C(=O)CC)[C@@H](C)CO2 | x | 3.1 | 0.6 | x
O=C(C[C@@H]1C[C@@H]2c3cc(NC(=O)NC4CCCC4)ccc3O[C@@H]2[C@@H](CO)O1)NCCc1ccccc1 | -0.1 | x | -2.2 | 5.5
C[C@@H]1CN([C@H](C)CO)C(=O)c2cc(NS(C)(=O)=O)ccc2O[C@H]1CN(C)Cc1ccc(C(=O)O)cc1 | 43.7 | -166.9 | -0.7 | x
CC(=O)N1[C@H](CO)[C@H]2c3ccccc3N(S(=O)(=O)c3cccc(C)c3)C[C@H]21 | -11.5 | -58.0 | -1.7 | 9.7
CCCN1[C@@H]2c3cccc(=O)n3C[C@H]1[C@H](CO)[C@H]2C(=O)Nc1ccccc1 | -2.5 | 18.9 | -2.0 | -5.1
CCNC(=O)C[C@@H]1CC[C@H]2[C@H](COc3ccc(NC(=O)c4cccc(OC)c4)cc3C(=O)N2C)O1 | -8.2 | -47.4 | -2.1 | 0.2
C[C@H]1CN([C@@H](C)CO)C(=O)c2cc(C#CCN(C)C)cnc2O[C@H]1CN(C)C(=O)CN1CCOCC1 | 35.0 | -19.2 | 1.2 | x
C[C@H]1CN([C@@H](C)CO)C(=O)c2cccc(NC(=O)c3ccncc3)c2O[C@@H]1CN(C)Cc1ccc2c(c1)OCO2 | -4.1 | 99.9* | 7.0 | 8.3
COc1ccc(NC(=O)N2CCCCN3[C@@H](CO)[C@H](c4ccc(C#Cc5ccccc5)cc4)[C@@H]3C2)cc1 | -75.3 | 67.2 | x | -2.9
Cc1noc(C)c1S(=O)(=O)N(C)C[C@H]1OCCCC[C@@H](C)Oc2ccc(NC(=O)NC3CCCCC3)cc2C(=O)N([C@@H](C)CO)C[C@@H]1C | -67.3 | 48.2 | -1.0 | 4.0
CN(C)C(=O)c1cccc(-c2ccc(C3[C@@H]4CN(S(=O)(=O)c5cccc(Cl)c5)C[C@H]3N4)cc2)c1 (stereo partly specified) | -45.7 | x | -0.6 | 2.6
CN(C)c1ccc2c(c1)[C@@H]1C[C@@H](CC(=O)NCc3ccccn3)O[C@@H](CO)[C@@H]1O2 | -34.9 | -11.2 | 28.2* | -0.3
O=C(C1CCC1)N1CC(=O)N2[C@H](CO)[C@H](c3ccc(-c4ccccc4F)cc3)[C@H]2C1 | -63.1 | x | -0.1 | -6.2
CO[C@H]1CN(C)C(=O)c2cc(NC(C)=O)ccc2OC[C@@H](C)N(C(=O)CN(C)C)C[C@@H]1C | x | -38.6 | 1.2 | -2.2
C[C@@H]1CCCCO[C@@H](CN(C)C(=O)NC2CCCCC2)[C@@H](C)CN([C@@H](C)CO)C(=O)c2cc(NC(=O)Nc3cccc4ccccc34)ccc2O1 | -71.2 | 83.8 | 1.6 | 6.3
C[C@@H]1CN([C@@H](C)CO)C(=O)c2cc(N(C)C)ccc2O[C@@H]1CN(C)Cc1ccc(C(F)(F)F)cc1 | -0.4 | 55.3 | -1.6 | 2.1
COc1ccc2c3c([nH]c2c1)[C@H](CO)N(CC1CC1)CC31CN(C(=O)C2CCOCC2)C1 | -29.0 | x | -1.3 | -6.2
O=C(C[C@H]1CC[C@@H]2[C@H](COC[C@H](O)CN2C(=O)Nc2cccc(F)c2)O1)NCCCN1CCOCC1 | -7.8 | -14.7 | -1.9 | x
C[C@H](CO)N1C[C@H](C)[C@H](CN(C)C(=O)NC2CCCCC2)Oc2ccc(NC(=O)CCN3CCOCC3)cc2CC1=O | 8.7 | -3.2 | -0.1 | -5.6
COc1ccc(S(=O)(=O)N(C)C[C@@H]2OCCCC[C@@H](C)Oc3ccc(NS(=O)(=O)c4ccccc4)cc3C(=O)N([C@@H](C)CO)C[C@@H]2C)cc1 | x | 59.5 | -1.2 | 10.5
C[C@@H]1CN([C@@H](C)CO)C(=O)c2cc(NS(=O)(=O)c3ccc(F)cc3)ccc2O[C@@H](C)CCCCO[C@@H]1CN(C)C(=O)Nc1ccccc1 | -59.5 | 26.7 | -3.7 | 3.3
C[C@@H](NC(=O)C[C@@H]1C=C[C@H](NC(=O)CN2CCOCC2)[C@H](CO)O1)c1ccccc1 | 6.5 | 0.3 | -0.4 | x
C[C@H](CO)N1C[C@H](C)[C@@H](CN(C)Cc2ccc(Oc3ccccc3)cc2)Oc2ccc(NS(=O)(=O)c3ccc(F)cc3)cc2CC1=O | -32.5 | 58.3 | -2.4 | 77.8
N#C[C@@H]1[C@H](c2ccc(C#CC3CCCC3)cc2)[C@@H](CO)N1C(=O)c1cccc(F)c1 | -54.7 | x | 2.4 | 48.9
O=C(C[C@H]1C=C[C@H](NC(=O)C2CC2)[C@H](CO)O1)NCc1ccccc1Cl | -11.8 | 22.7 | -2.4 | x
C[C@@H]1CN([C@@H](C)CO)C(=O)c2cc(N(C)C)ccc2O[C@@H]1CN(C)S(=O)(=O)c1ccccc1 | -2.6 | 40.6 | 5.4 | -7.6
C[C@@H]1CN([C@H](C)CO)C(=O)c2cc(C3=CCCCC3)cnc2O[C@H]1CN(C)C(=O)c1ccccn1 | 18.5 | 32.5 | -1.5 | -0.5
O=C(Nc1ccc(F)cc1)N1CCCCN2[C@H](C1)[C@@H](c1ccc(C#CC3CC3)cc1)[C@@H]2CO | -10.9 | 98.8* | 0.0 | 47.8
O=C(C1CC1)N1CC(=O)N2[C@@H](CO)[C@H](c3ccc(C#CCc4ccccc4)cc3)[C@@H]2C1 | -53.4 | x | 0.5 | -22.6
C[C@@H]1CN([C@H](C)CO)C(=O)c2cc(-c3cccnc3)cnc2O[C@@H]1CN(C)C(=O)C1CCC1 | 18.9 | 26.7 | 1.2 | -2.4
C[C@H]1CN([C@@H](C)CO)C(=O)Cc2cc(NC(=O)C3CC3)ccc2O[C@@H]1CN(C)C(=O)Nc1ccc2c(c1)OCO2 | 43.6 | -30.4 | 1.3 | 2.6
Cc1noc(C)c1NC(=O)N(C)C[C@@H]1Oc2c(NC(=O)c3ccncc3)cccc2C(=O)N([C@@H](C)CO)C[C@H]1C | 22.6 | -154.8 | -0.6 | x
CC(C)NC(=O)Nc1ccc2c(c1)C(=O)N([C@@H](C)CO)C[C@@H](C)[C@@H](CN(C)S(C)(=O)=O)O2 | 3.9 | 3.2 | -0.8 | 0.1
COc1ccc(NC(=O)N[C@H]2C=C[C@H](CC(=O)NC3CCC3)O[C@@H]2CO)cc1 | 17.9 | x | -2.3 | 1.8
C[C@@H]1CN([C@H](C)CO)C(=O)CCCn2nncc2CO[C@H]1CN(C)C(=O)c1ccc(N2CCN(C)CC2)cc1 | 11.9&8.4 | 0.6&-157.0 | -1.5 | -1.3&0.3
CO[C@@H]1CN(C)C(=O)c2ccc(NC(C)=O)cc2OC[C@@H](C)N(Cc2cccc(F)c2)C[C@H]1C | -32.1 | 23.7 | 2.3 | x
C[C@H](CO)N1C[C@H](C)[C@@H](CN(C)Cc2ccncc2)Oc2cc(-c3ccccc3F)ccc2S1(=O)=O | -16.5 | 114.2* | 1.2 | 8.6
COc1ccc(NC(=O)Nc2cccc3c2O[C@H](CN(C)C(=O)NC(C)C)[C@@H](C)CN([C@H](C)CO)C3=O)cc1 | -1.1 | 23.9 | 0.3 | -7.3
COc1ccc(S(=O)(=O)Nc2cccc3c2O[C@H](CN(C)C(=O)Nc2ccc(F)cc2)[C@@H](C)CN([C@@H](C)CO)C3=O)cc1 | -14.2 | 17.4 | 0.2 | x
Cc1ccc(CN2CC(=O)N3[C@H](CO)[C@@H](c4ccc(Br)cc4)[C@@H]3C2)cc1 | 2.4 | x | 2.1 | -2.8
CCC(=O)N1CC2(C1)CN(Cc1cc(F)ccc1F)[C@@H](CO)c1c2c2ccc(OC)cc2n1C | 1.5 | x | x | 25.6
CCS(=O)(=O)N[C@H]1CC[C@H](CC(=O)NCc2ccc(Cl)cc2)O[C@H]1CO | 4.9 | -3.6 | -0.4 | -5.1
CC(=O)N(C)C[C@H]1Oc2cc(C#CC3CC3)ccc2S(=O)(=O)N([C@@H](C)CO)C[C@@H]1C | -0.9 | 15.8 | -1.9 | -6.9
COc1ccc2c3c(n(C)c2c1)[C@H](CO)N(Cc1ccccc1F)CC31CCN(C(=O)C2CCC2)CC1 | -36.1 | x | -0.3 | -4.7
C[C@H]1CN([C@@H](C)CO)C(=O)c2cc(C#CC3(O)CCCC3)cnc2O[C@@H]1CN(C)S(=O)(=O)c1ccccc1 | -16.7 | 51.4 | -0.1 | -3.5
CO[C@@H]1CN(C)C(=O)c2ccc(NC(C)=O)cc2OC[C@@H](C)N(S(C)(=O)=O)C[C@H]1C | x | 7.3 | 0.1 | 0.4
CO[C@H]1CN(C)C(=O)c2ccc(NC(=O)Cc3ccccc3)cc2OC[C@@H](C)N(C(=O)c2ccccc2F)C[C@H]1C | -32.1 | u | 0.1 | x
C[C@@H]1CN([C@@H](C)CO)C(=O)Cc2cc(NC(=O)Nc3cccc4ccccc34)ccc2O[C@@H]1CN(C)CC1CC1 | -85.2* | 36.5 | -0.7 | -0.6
COc1ccc(S(=O)(=O)N(C)C[C@H]2Oc3c(NC(=O)C4CC4)cccc3C(=O)N([C@H](C)CO)C[C@H]2C)cc1 | -11.4 | -3.3 | -0.1 | 0.3
C[C@@H]1CN([C@H](C)CO)C(=O)c2cc(NS(=O)(=O)c3cccs3)ccc2O[C@@H]1CN(C)Cc1ccncc1 | 18.0 | -76.2 | 0.9 | -4.2
CC(=O)N(C)C[C@@H]1Oc2ncc(-c3cccc(C#N)c3)cc2C(=O)N([C@@H](C)CO)C[C@H]1C | 36.8 | 12.6 | -1.9 | -5.5
C[C@@H]1CN([C@@H](C)CO)C(=O)Cc2cc(NC(=O)CCN3CCOCC3)ccc2O[C@H]1CN(C)S(=O)(=O)c1ccc(F)cc1 | -9.7 | 37.9 | 0.3 | 5.9
O=C(Nc1cc(F)ccc1F)N1CCCCN2[C@@H](CO)[C@@H](c3ccc(-c4cncnc4)cc3)[C@@H]2C1 | 15.7 | 108.2* | 0.7 | -3.8
CO[C@H]1CN(C)C(=O)c2ccc(NC(=O)C3CCOCC3)cc2OC[C@H](C)NC[C@@H]1C | 38.7 | x | -0.2 | -3.1
N#Cc1cccc(-c2ccc(C3[C@H]4CNC[C@@H]3N4Cc3cccc(-c4ccncc4)c3)cc2)c1 (stereo partly specified) | -70.2 | x | -0.7 | -3.2
